TcdB GH inh – TcdB glycohydrolase inhibitors, primary screen, biochemical, single point, plate reader; Toxin B (Clostridioides difficile), P18177; TcdB glycohydrolase enzymatic assay; inhibition, % at 9.99 µM; 350,000 compounds, 0.24% hits; AID 652162, 2013; in the data active = inhibition above about 10%
MazF activator – activators of E. coli MazEF toxin-antitoxin RNase, primary screen, biochemical, fluorescence, uHTS; Endoribonuclease toxin MazF (Escherichia coli (strain K12)), P0AE70; FAM/BHQ RNA-DNA oligo cleavage fluorescence, 5 h; activation, % at 20 µM; 350,000 compounds, 0.32% hits; AID 504720, 2011; in the data active = activation above about 50%
Target sequence (P0AE70 whole entry, looked up): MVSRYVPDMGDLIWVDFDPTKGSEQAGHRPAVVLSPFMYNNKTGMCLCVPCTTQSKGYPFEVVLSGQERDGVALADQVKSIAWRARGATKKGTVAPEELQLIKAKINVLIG
Anthrax LF inh2 – Bacillus anthracis LF protease inhibitors, primary screen, biochemical, multiplex microsphere, MLPCN library. 360,000 compounds, 0.12% hits. AID 588501, 2011. multiplex microsphere protease cleavage assay. inhibition, % at 10 µM; in the data active = inhibition above about 30%; note: plate controls were buffer without enzyme for full effect and enzyme alone for no effect
SARS 3CLpro inh – SARS-CoV 3CLpro protease inhibitors, primary screen, biochemical, quenched FRET | AID 1706, 2009 | Replicase polyprotein 1ab (Severe acute respiratory syndrome coronavirus), P0C6X7 | 290,000 compounds, 0.14% hits | inhibition, % at 6 µM | recombinant SARS-CoV 3CLpro, quenched FRET peptide cleavage; in the data active = inhibition above about 12%
Rv3671c protease – Rv3671c serine protease inhibitors, primary screen, biochemical, fluorescence polarization, M. tuberculosis H37Rv. P9WHR9. inhibition, % at 5.96 µM. AID 2606, 2010. 320,000 compounds, 0.048% hits; in the data active = inhibition above about 38%;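 note: extracellular domain of Rv3671c used as enzyme; 0% = enzyme with DMSO and 100% = no enzyme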
Target sequence (P9WHR9 whole entry, looked up, the tested form may be a part): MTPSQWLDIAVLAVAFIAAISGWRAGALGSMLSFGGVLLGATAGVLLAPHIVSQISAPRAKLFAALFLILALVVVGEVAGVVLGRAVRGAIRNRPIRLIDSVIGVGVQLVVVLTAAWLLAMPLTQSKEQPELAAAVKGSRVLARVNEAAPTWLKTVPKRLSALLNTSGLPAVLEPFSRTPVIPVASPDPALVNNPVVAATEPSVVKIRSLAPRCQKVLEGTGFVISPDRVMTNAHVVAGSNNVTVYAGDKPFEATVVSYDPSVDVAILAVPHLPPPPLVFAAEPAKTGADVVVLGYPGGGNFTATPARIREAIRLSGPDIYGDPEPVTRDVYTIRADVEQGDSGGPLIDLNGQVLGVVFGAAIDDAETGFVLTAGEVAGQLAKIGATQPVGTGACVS
Vc quorum ag – inducers of Vibrio cholerae quorum light production without autoinducers, primary screen, BH1578 luxS cqsA deficient, single point | activation, % at 18.7 µM | V. cholerae BH1578 lux reporter, luminescence, 6 h | 350,000 compounds, 0.16% hits | AID 588436, 2011; in the data active = activation mostly above about 9.7%, no sharp cut-off; note: not every result past the cut was called active; inactives centre near 0; reference of the scale not given here
DUSP3 inh – VHR1 phosphatase inhibitors, primary screen, biochemical, absorbance, uHTS. recombinant VHR phosphatase, pNPP absorbance. Dual specificity protein phosphatase 3 (Homo sapiens), P51452. 290,000 compounds, 0.52% hits. inhibition, % at 13.3 µM. AID 1654, 2009; in the data active = inhibition above about 50%; note: some compounds called inactive have numbers as strong as hits
Target sequence (P51452 whole entry, looked up): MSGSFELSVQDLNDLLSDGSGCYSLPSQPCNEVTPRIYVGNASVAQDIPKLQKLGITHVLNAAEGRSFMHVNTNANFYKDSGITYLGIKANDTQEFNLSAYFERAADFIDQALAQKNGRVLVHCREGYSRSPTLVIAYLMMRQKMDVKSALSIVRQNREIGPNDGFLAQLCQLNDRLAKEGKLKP
SSB-PriA inh – inhibitors of Klebsiella pneumoniae PriA binding to SSB C-terminal tail, primary screen, biochemical, AlphaScreen; inhibition, % at 33 µM; AlphaScreen SSBct-PriA binding, biotinylated peptide; 430,000 compounds, 0.6% hits; PriA–SSB C-terminal tail interaction (Klebsiella pneumoniae); in the data active = inhibition mostly above about 37%, no sharp cut-off; inactive = mostly below about 20%;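 note: plate controls were negative control peptide for no effect and reference peptide for full effect; strong numbers were not always called active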
Yp Topo-I inh – Yersinia pestis topoisomerase I inhibitors, primary screen, biochemical, cleavage product accumulation, plate reader, single point. AID 504884, 2011. Y. pestis Topo-I cleavage product accumulation. 360,000 compounds, 0.064% hits. DNA topoisomerase I (Yersinia pestis CO92). activity, % at 10 µM; in the data active = activity above about 50%, passing the limit was not always enough; note: inactives centre near 2
PfHsp40 rescue – rescue of yeast from PfHsp40 toxicity, primary screen, S. cerevisiae, ATP luminescence; S. cerevisiae expressing PfHsp40, growth rescue; growth rescue, % at 12.5 µM; 340,000 compounds, 0.68% hits; AID 504582, 2011; in the data active = growth rescue above about 28%, passing the limit was not always enough;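 note: yeast W303a lacking pdr1 and pdr3 grown in galactose medium; growth measured after three days at 30 °C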
Starred values were filed as active, the others as inactive; i = inactive; · = not tested or not shown; & = joins results of further samples. These rows are one share of the data; the hit share may differ from the screen's.

Structure,TcdB GH inh,MazF activator,Anthrax LF inh2,SARS 3CLpro inh,Rv3671c protease,Vc quorum ag,DUSP3 inh,SSB-PriA inh,Yp Topo-I inh,PfHsp40 rescue
COCCNC(=O)c1onc(CSc2ccccc2)c1C(=O)NCCOC,-0.8,3,-3,·,-2,-0.2,·,0,-2,0.3
CCOC(=O)C1(Cc2cccc(Cl)c2)CCCN(C(=O)c2occc2C)C1 (centres undefined),2.0,-2,0,-1,2,-0.2,24,-9,28,122*
Cc1cccc(NC(=O)Cn2c(O)c(N=NC(=O)c3ccncc3)c3ccccc32)c1,1.5,13,0,1,8,-0.7,23,-11,-8,2.7
COc1ccc(/C=N/NC(=O)c2snnc2C)c(OC)c1OC,1.3,-2,-6,2,-6,-0.3,23,·,-10,0.9
CCCCCNCC(=O)Nc1cccc(C(=O)Nc2cccc(C(F)(F)F)c2)c1,0.0,5,-6,9,-12,-1.6,26,-10,-6,0.5
COc1ccc(N2CCN(C(=O)CN(C3CCCCC3)S(C)(=O)=O)CC2)cc1,1.8,19,-5,2,7,i,18,0,7,0.6
CC(C)(C)c1ccc(CC(=O)N2CCC2(C)C(=O)Nc2cccc3c2CCCC3)cc1 (centres undefined),1.1,·,-3,·,·,i,·,·,27,·
COC(=O)CN1C(=O)[C@H]2[C@@H](/C=C/c3ccccc3)N3C(=O)CN(CC4CC4)C(=O)[C@@]3(Cc3ccccc3)[C@H]2C1=O,1.3,7,-5,-5,0,-4.5,20,-2,5,-0.3
CN1C(C(=O)NCCc2cccs2)CC2Cn3c(nc4cc5ccccc5cc43)C21 (centres undefined),1.3,3,-9,·,-8,-0.3,15,8,29,0.3
Cc1ccc(S(=O)OCC(=O)Nc2cc(Cl)ccc2N2CCOCC2)cc1 (centres undefined),·,5,-1,-1,5,11,13,0,15,-0.5
Nc1nnc(-c2ccc([N+](=O)[O-])o2)s1,1.0,-9,-3,·,·,-1.7,·,-7,-6,0.0
CC(C)c1cc(=O)n2[nH]c(SCc3ccccc3Cl)nc2n1,0.3,4,-12,4,0,i,5,-7,2,-1.0

Taken from above:
Cc1cccc(NC(=O)Cn2c(O)c(N=NC(=O)c3ccncc3)c3ccccc32)c1 – Yp Topo-I inh = -8
CC(C)c1cc(=O)n2[nH]c(SCc3ccccc3Cl)nc2n1 – SARS 3CLpro inh = 4

Next section
Structure,TcdB GH inh,MazF activator,Anthrax LF inh2,SARS 3CLpro inh,Rv3671c protease,Vc quorum ag,DUSP3 inh,SSB-PriA inh,Yp Topo-I inh,PfHsp40 rescue
CCOC(=O)N1CCN(c2nc(=S)n(-c3ccccc3)c(C)c2C(C)=O)CC1,·,-1,0,4,1,i,-3,-13,8,-0.9
Fc1ccc(-c2ccnc(=S)[nH]2)cc1,1.5,2,-4,-1,-9,0.8,-18,-11,4,0.4
COc1ccc(N(CC(=O)NCc2cccs2)S(=O)(=O)c2cccc(C)c2)cc1,1.1,5,·,·,·,i,·,-12,9,0.4
O=C(NC1CCOC1)c1cc(COc2cccc(C(F)(F)F)c2)on1 (centres undefined),-4.2,3,0,-2,-13,i,51*,-17,-10,1.6
COc1ccc(S(=O)(=O)NCC(=O)Nc2ccc(F)cc2)cc1,0.0,2,-2,·,-2,2.9,·,-1,-5,0.5
Cc1c(Cl)cccc1NC(=S)N(Cc1ccccc1)Cc1cccnc1,0.8,13,1,-4,2,-1.4,14,-10,16,2.8
CCc1cccc(CC)c1NC(=O)CSc1nnc(CCC(=O)O)c(=O)[nH]1,-0.7,1,-2,2,2,-0.2,2,-18,6,0.0
COc1ccc(-c2cc(=O)c3cc(OC)c(OC)cc3[nH]2)cc1,-0.5,-1,5,4,-6,i,0,-1,11,-2.0
CCOc1ccc(Cl)cc1-c1cc(C(=O)NCCOC)[nH]n1,0.6,·,0,·,·,-0.4,·,·,5,·
CCNC(=S)N(CCO)Cc1cc2cc3c(cc2[nH]c1=O)OCO3,1.5,-2,4,-6,0,1.6,-14,-10,-2,-1.3
COc1ccccc1C(=O)Nc1ccc(OCC(=O)N2CC(C)OC(C)C2)cc1 (centres undefined),1.3,11,-2,·,-4,-7.1,·,-3,5,-0.7
Cc1c(NS(=O)(=O)c2ccc3c(c2)n(C)c(=O)n3C)c(=O)n(-c2ccccc2)n1C,·,1,-6,-4,6,6.9,18,9,2,-0.4
O=c1[nH]ncc(N/N=C\c2cccs2)c1Cl,-2.3,7,-2,-1,-3,-0.2,22,·,-2,-0.8
CN(C)S(=O)(=O)c1ccc(-c2ccccc2)cc1,·,-3,-6,2,2,·,18,-18,9,0.7
CCCC(NC(=O)C(C)Sc1nnnn1C1CC1)c1ccccc1 (centres undefined),-0.2,3,-1,·,5,-3.4,·,-15,1,0.6
COc1ccc([N+](=O)[O-])cc1NC(=O)C1CCCN1S(=O)(=O)c1cccs1 (centres undefined),1.4,6,1,·,6,i,·,-3&-1,7,1.5
COc1ccc(Cl)cc1C(=O)NNC(=O)CCNC(C)=O,1.6,-13,-2,-2,12,-0.7,17,-8,1,0.7
N#CCC(=O)N/N=C/c1cn(Cc2ccc3ccccc3c2)c2ccccc12,-0.3,24,·,0,-17,-0.8,25,i,19,0.7
CCCCC#Cc1cncc(C(=O)N/N=C/c2ccccc2)c1,-1.3,-8,-3,5,-3,i,5,i,8,-1.9
COc1ccccc1CN1CC(C(=O)NCCN2CCOC2=O)CCC1=O (centres undefined),2.7,0,3,3,·,i,39,2,8,-1.9
COC(=O)NCC(c1ccc2c(c1)OCO2)N1CCN(c2ccccc2)CC1 (centres undefined),-0.2,3,0,-2,0,-0.1,11,6&-17,-7,0.3
Cc1c(-n2c(O)c(C3=c4ccccc4=NC3=O)sc2=O)c(=O)n(-c2ccccc2)n1C,-0.1,10,-10,4,7,-1.4,26,-3,2,-1.0
N#Cc1cccc(NC(=O)Cc2ccccc2)c1,1.8,1,-3,-4,5,-0.6,15,-5,1,-0.2
CCN(CC)C(=O)/C=C/c1ccccc1,0.5,-1,-2,·,2,-2.7,·,-4,-2,-0.5
O=C(NCc1ccncc1)C1CCN(S(=O)(=O)c2cc(Cl)ccc2Cl)CC1,-0.1,6,-15,2,-5,i,12,-4,-8,-0.6
CCCCc1nnc(SCC(=O)Nc2nccs2)n1C,1.3,1,-4,4,-2,-0.5,32,-4,1,-0.5
Cc1cc(C)n(CC(C)NC(=O)c2cc(COc3c(F)cccc3F)on2)n1 (centres undefined),-0.5,6,1,2,7,-1.0,5,0,-1,0.8
CCS(=O)(=O)N1CCCC(C(=O)NCc2ccccc2Cl)C1 (centres undefined),·,3,-2,4,-5,-0.3,-9,9,1,-2.4
Cc1cccc(C)c1NC(=O)CN(C)CC(=O)c1c(N)n(Cc2ccccc2)c(=O)n(C)c1=O,-3.3,0,5,·,-13,i,·,-8,10,-0.3
COc1c(C=NNC(N)=O)c(OC)c(OC)c2c1CCO2,0.9,0,1,·,·,-1.0,·,-6,-3,0.0
C=CCOc1ccc(/C=C2\SC(=S)N(N3CCOCC3)C2=O)cc1,-0.2,-3,8,-4,3,1.0,-3,1,6,-0.8
COc1ccccc1N1CCN(c2nc(C)nc3c2oc2ccccc23)CC1,·,0,-6,-5,0,-0.4,-1,22,10,-1.0
CCOC(=O)c1cc2c(nc1N)CCCC2,1.6,0,5,5,3,-0.5,5,-9,7,-2.1
CCOC(=O)NC(NC(=O)OCC)C(=O)c1ccccc1,·,5,-5,7,-6,-0.5,24,5&-8,-1,-0.5
O=C(Nc1ccc(F)cc1)Nc1ccc(N2CCCC2)c(S(=O)(=O)Nc2ccccc2Cl)c1,0.4,53*,-1,11,-96,-0.2,6,-5,-16,-1.5
O=C(Nc1nnc(S(=O)(=O)Cc2ccc(F)cc2)s1)c1ccccc1F,-0.3,-6,2,8,-7,i,-6,5,-5,45*
O=C(CCCCC(=O)OCC1CCCO1)OCC1CCCO1 (centres undefined),-0.3,3,0,·,·,-0.8,·,0,-8,-0.4
CCOc1ccc2nc(SCC(=O)c3ccccc3)sc2c1,0.5,2,-4,-3,-10,-0.2,3,-14,2,0.2
N#Cc1cccc(-c2csc(C(O)c3ccco3)n2)c1 (centres undefined),2.4,·,-4,·,·,-0.4,·,·,10,·
CCN(C[C@H]1N[C@@](Cc2ccccc2)(C(=O)OC)[C@H]2C(=O)N(C)C(=O)[C@@H]12)C(=O)c1ccc(C(C)(C)C)cc1,1.8,-3,-9,·,1,i,·,-5,21,1.6
COc1ccccc1N1CCN(C(=O)Cn2nnc(-c3ccncc3)n2)CC1,·,0,-6,0,-9,i,36,4,-8,-0.9
O=C(O)c1ccc2c(=O)n(-c3ccccc3)c(=S)[nH]c2c1,1.1,-1,10,1,-2,-0.5,3,-13,5,0.2
c1ccc(CSCc2ccccc2)cc1,0.4,3,-11,·,0,-0.5,·,-19,6,-0.7
COc1ccc(S(=O)(=O)N2CCOCC2)cc1NC(=O)/C=C/c1ccccc1,2.0,-1,0,·,·,i,·,-12,5,2.1
Cc1ccc2nsnc2c1S(=O)(=O)N(Cc1ccco1)Cc1cc2ccc(C)c(C)c2[nH]c1=O,·,-4,-13,-2,·,-0.2,23,0,9,-0.7
CC(C)(C)C1=CC(=Nc2ccccc2N)C=C(C(C)(C)C)C1=O,0.8,2,-5,-4,0,-0.1,-4,97,11,-0.2
Cc1ccc(S(=O)(=O)C(C#N)c2nc3ccccc3nc2N2CCN(C)CC2)cc1 (centres undefined),·,2,-2,1,-5,-2.7,-3,3,-6,-0.9
CCc1cc(C(=O)Nc2cc(S(=O)(=O)N3CCOCC3)ccc2N2CCN(CC)CC2)sc1C,1.0,9,·,·,·,i,·,-3,19,-1.6
O=P(c1ccccc1)(c1ccccc1)N1CCCCC1,·,3,2,4,-8,·,22,3,5,0.6
CC(=O)Nc1cccc(OC(=O)N2CCOCC2)c1,·,-7,-1,-1,3,-0.4,25,-15,-1,1.1
CCN(CC(=O)Nc1ccc(OC)cc1)C(=O)c1ccc([N+](=O)[O-])cc1,-0.6,-18,-2,4,5,-0.3,16,-9,4,-0.2
CCCCSc1nnc(CCNC(=O)OC(C)(C)C)o1,-0.1,13,5,-1,5,-0.9,-16,-2,-5,-0.1
COc1ccc(C2CC(c3ccccc3)=NN2S(=O)(=O)c2ccc(C)cc2)c(OC)c1 (centres undefined),·,-17,20,0,-9,-0.5,10,-12,39,4.5
Cc1ccc(S(=O)(=O)N(C)CC(=O)N2CCC(C(N)=O)CC2)cc1,2.2,7,-4,2,·,-1.2,30,-1,2,-0.3
CC(=O)CC(C)(C)Nc1nc2ccc([N+](=O)[O-])cc2o1,-1.6,7,-13,5,-8,i,19,-14,-7,0.8
CCOc1ccc(NC(=S)N2CCN(CCN3C(=O)c4cccc5cccc(c45)C3=O)CC2)cc1,-0.1,0,0,0,-9,i,18,2&-8,1,-0.4

Screening results as filed in PubChem.
